Source: PubChem BioAssay (The Scripps Research Institute Molecular Screening Center)
M1 ag parental: counter-screen for M1 agonists: effect in parental CHO-K1 cells | Fluo-8 calcium fluorescence; scaled to maximal ATP response, vehicle zero | activation, % at 3 µM | 360,000 tested, 0.48% active; in the data active = activation above about 15%;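 also: untransfected CHO-K1 host cells lacking M1 receptor as counterscreen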
CHO-K1 Ca antag: counter-screen for M1 antagonists: effect in parental CHO-K1 cells | ATP-induced calcium, Fluo-8 fluorescence | inhibition, % at 3 µM | 360,000 tested, 0.6% active;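 active = inhibition above a per-plate cutoff, the plate's mean sample inhibition plus 3 SD, cut at about 24% in these data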;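 also: 0% = DMSO plus EC80 ATP and 100% = DMSO alone without ATP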
TAAR1 antagonist: human TAAR1 antagonists, primary screen, Fluo-8 calcium fluorescence, CHO RD-HGA16 cells; antagonist; inhibition, % at 3 µM; 360,000 tested, 1.5% active; AID 624466, 2012;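 active = inhibition above a per-plate cutoff, the mean inhibition of test compounds on that plate plus 3 SD, cut at about 49% in these data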;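 also: 0% = DMSO plus EC80 beta-PEA response and 100% = DMSO alone without agonist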
Target sequence (Q96RJ0 whole entry, looked up): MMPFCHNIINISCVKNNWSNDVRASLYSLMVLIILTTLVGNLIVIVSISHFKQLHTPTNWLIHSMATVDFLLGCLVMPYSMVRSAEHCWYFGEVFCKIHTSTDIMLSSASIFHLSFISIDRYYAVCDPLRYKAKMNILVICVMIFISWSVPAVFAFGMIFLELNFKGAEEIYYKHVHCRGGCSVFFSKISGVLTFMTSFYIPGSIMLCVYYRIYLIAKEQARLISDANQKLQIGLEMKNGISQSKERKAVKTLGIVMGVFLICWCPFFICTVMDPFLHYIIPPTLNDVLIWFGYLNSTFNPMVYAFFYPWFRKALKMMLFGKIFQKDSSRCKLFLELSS
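Test system – hTAAR1-expressing CHO RD-HGA16 cells, Gα16-coupled · Also added – β-PEA at EC80 concentration, post-compound challenge · Compound – 3 µM, single point · Incubation – dye loading 75 min at 37 °C, then 30 min room temperature · Measured by – Fluo-8 intracellular calcium dye fluorescence, real-time kinetic reads · Benchmarks – vehicle and agonist controls · Replicates – singlicate, one well per test compound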
CHRM1 agonist: human M1 muscarinic receptor agonists, primary screen, Fluo-8 calcium fluorescence, CHO-K1 cells, HTS | 360,000 tested, 0.33% active | CHO-K1 hM1, agonist mode; 0% DMSO, 100% acetylcholine EC100 | AID 588814, 2011 | activation, % at 3 µM | Muscarinic acetylcholine receptor M1 (Homo sapiens), P11229;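 active = activation above the run's mean compound activation plus 3 SD, cut at about 16% in these data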;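 also: peak over basal fluorescence ratio within a 140 s kinetic read after compound addition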
Target sequence (P11229 whole entry, looked up): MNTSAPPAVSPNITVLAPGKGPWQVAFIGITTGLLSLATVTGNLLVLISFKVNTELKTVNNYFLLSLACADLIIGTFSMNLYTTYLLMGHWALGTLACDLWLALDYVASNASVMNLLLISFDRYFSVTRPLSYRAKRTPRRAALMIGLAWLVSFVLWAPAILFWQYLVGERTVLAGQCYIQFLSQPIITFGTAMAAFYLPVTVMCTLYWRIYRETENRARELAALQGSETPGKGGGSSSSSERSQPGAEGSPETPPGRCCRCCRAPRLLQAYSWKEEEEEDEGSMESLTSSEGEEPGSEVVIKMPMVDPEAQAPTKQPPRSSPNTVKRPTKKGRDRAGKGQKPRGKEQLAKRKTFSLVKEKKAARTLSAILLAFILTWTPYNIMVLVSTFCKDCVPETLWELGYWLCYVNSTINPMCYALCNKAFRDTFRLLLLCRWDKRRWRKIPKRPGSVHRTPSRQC
TAAR1 agonist: human TAAR1 agonists, primary screen, Fluo-8 calcium fluorescence, CHO RD-HGA16 cells; Trace amine-associated receptor 1 (Homo sapiens), Q96RJ0; vehicle wells 0%, saturating PEA agonist 100%; activation, % at 3 µM; 360,000 tested, 0.99% active; AID 624467, 2012;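 active = activation above the mean activation of all test compounds in the run plus 3 SD, cut at about 38% in these data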
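System: CHO-derived RD-HGA16 cells with stable Gα16 and human TAAR1 / Times: 17-24 h plating, Fluo-8 75 min 37 °C, 30 min RT / Technique: calcium-sensitive Fluo-8 signal, excitation 470-495, emission 515-575 nm / Measure: % activation relative to PEA EC100 response / Benchmarks: DMSO and PEA EC100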
CHRM1 antagonist: human M1 muscarinic receptor antagonists, primary screen, CHO-K1 cells, Fluo-8 calcium fluorescence, 1536-well; Muscarinic acetylcholine receptor M1 (Homo sapiens), P11229; CHO-K1 hM1, ACh EC80 antagonist; inhibition, % at 3 µM; 360,000 tested, 1.3% active; AID 588852, 2011;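 active = percent inhibition above its own plate's cutoff, namely the mean of that plate's compound wells plus 3 SD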;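 also: peak over basal fluorescence ratio during 140 s after agonist addition; 0% = ACh EC80 plus DMSO and 100% = DMSO alone without agonist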
CHO parental Ca: ATP-evoked calcium signal inhibitors, parental CHO, primary screen, counter-screen for OX1R antagonist project, cell-based, fluorescence, Fluo-8 calcium dye. parental CHO-K1, ATP-induced calcium, Fluo-8 fluorescence. inhibition, % at 5.6 µM. 330,000 tested, 0.63% active;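 active = inhibition above that plate's mean sample inhibition plus 3 SD, cut at about 26% in these data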;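 also: 0% = ATP-challenged DMSO wells and 100% = DMSO wells without ATP; some compounds past the cut are filed as inactive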
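Test system: untransfected parental CHO cell line; also added: ATP stimulus; dosing: 5.6 µM, single dose; signal: calcium-sensitive Fluo-8 fluorescence; measure: percent inhibition of ATP-evoked calcium rise, normalized to controls; benchmarks: low control ATP plus DMSO, high control DMSO only; replication: one well per compound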
M1 PAM: human M1 muscarinic receptor positive allosteric modulators, primary screen, CHO-K1 cells, Fluo-8 calcium fluorescence, 1536-well. activation, % at 3 µM. Muscarinic acetylcholine receptor M1 (Homo sapiens), P11229. 360,000 tested, 0.088% active. AID 588819, 2011. CHO-K1 hM1, ACh EC20; 0% = ACh EC20, 100% = maximal ACh; in the data active = activation above about 19%, passing the limit was not always enough
CHO-K1 Ca PAM: nonselective calcium activators in parental CHO-K1 cells, primary screen, counter-screen for M1 PAM project, cell-based, Fluo-8 calcium fluorescence, full deck, 1536-well; ATP EC20; 0% at ATP EC20, 100% at ATP max; activation, % at 3 µM; 360,000 tested, 0.02% active;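 active = activation above the run cutoff, the mean activation of all test compounds plus 3 SD, cut at about 40% in these data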;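 also: peak over basal fluorescence ratio in a 140 s read after ATP addition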
* = called active by the depositor; · = no result given.

SMILES	M1 ag parental	CHO-K1 Ca antag	TAAR1 antagonist	CHRM1 agonist	TAAR1 agonist	CHRM1 antagonist	CHO parental Ca	M1 PAM	CHO-K1 Ca PAM
Cc1cccc(NC(=O)CNC(=O)Cn2cc(C(F)(F)F)cc(Cl)c2=O)c1C	2.2	0	-29	-3	2	-4	·	7	3
COc1ccccc1NC(=O)CSCc1nc2ccccc2[nH]1	2.0	-9	-1	-5	0	-5	-9	5	20
CCOc1ccc(/C=C/C(=O)NCCc2ccc(OC)c(OC)c2)cc1	1.6	9	-9	-3	0	10	-13	0	-5
Cc1ccc(NC(=O)c2cc3c(=O)oc4ccccc4c3s2)nc1	-0.2	14	12	-1	-1	6	-8	-2	-6
CC(OC(=O)C(C)Oc1ccccc1)C(=O)Nc1ccc(S(=O)(=O)N2CCCCC2)cc1 (stereo not given)	6.5	-5	-2	-5	6	6	-5	-9	-10
O=C(CS(=O)(=O)Cc1ccccc1)c1ccccc1	0.3	5	-5	0	3	-4	·	4	20
CC(=O)c1c(C)[nH]c(C(=O)COc2cc(C)ccc2C(C)C)c1C	7.8	24	72*	1	6	36*	74*	-10	-2
CC(C)CC1NC(=O)N(CC(=O)NC2CCCc3ccccc32)C1=O (stereo not given)	-0.2	-2	20	-5	7	-1	-16	-7	16
CCc1nn2c(N3CCOCC3)cc(C)nc2c1-c1ccccc1	0.1	-2	2	-1	3	-7	-7	2	-10
C[C@]12CC(O)C3C(CCC4=CC(=O)CC[C@@]43C)C1CCC2c1csc(-c2ccccc2)n1 (stereo not given in full)	1.2	-12	-7	-7	1	-12	-14	9	27
CC1(C)CC(NC(=O)COc2ccc3ccccc3c2)CC(C)(C)N1	0.3	-8	4	-4	11	-4	-20	4	13
CCc1ccc([C@H]2C[C@H]3[C@H]4C(=O)N(c5ccccc5)C(=O)[C@H]4CC(=O)[C@@H]3CN2S(=O)(=O)c2ccc(C)cc2)cc1	0.4	5	-4	4	2	-7	·	-7	2
Cc1ccc(C)c2sc(N)nc12	-0.4	-15	-10	-10	9	-4	6	18	18
O=[N+]([O-])c1ccc(O)c2cccnc12	1.1	2	-6	-6	7	-7	-4	0	13
CCOc1ccc(S(=O)(=O)N2CCN(C(=O)c3ccc(Cl)c(S(=O)(=O)N4CCOCC4)c3)CC2)cc1	0.1	-9	16	-3	5	23	·	-7	14
CC(=O)/C(=N/Nc1ccc(C)cc1)Sc1nnc(CCc2ccccc2)n1-c1ccccc1	0.0	14	17	-6	1	-1	-29	8	1
CCN(CC(=O)Nc1cc(Cl)ccc1C)C(=O)CN1C(=O)NC2(CCCC2)C1=O	0.4	-5	4	3	3	2	-19	2	-8
CCOC(=O)N1CCN(CCC(=O)c2ccc(OC)cc2)CC1	5.4	-5	1	-11	13	4	2	-6	7
COCCn1c(COc2cccc(OC)c2)nnc1SCC(=O)N1CCOCC1	0.1	0	1	-5	5	-6	-6	4	-6
CCc1ccc(CN2CCC(CO)(CC3CCCCO3)CC2)o1 (stereo not given)	0.9	-16	-15	-7	3	-6	-9	5	18
CC(C)(C)c1cc(C2COC(=O)COCCOCC(=O)OCCOCCO2)cc(C(C)(C)C)c1O (stereo not given)	-0.1	1	-21	0	0	-10	·	10	-11
COc1ccc(OC)c(NC(=O)CN2C(=O)CSc3ccc(S(=O)(=O)N4CCCC4)cc32)c1	1.2	-1	9	-5	2	0	-25	-2	-1
Cn1c(=O)c2c(nc(N/N=C/c3cccs3)n2Cc2ccccc2)n(C)c1=O	0.3	9	-1	-9	1	-9	-15	9	14
COc1ccc(/C=N/NC(=O)c2ccc(Cl)cc2Cl)cc1COC(C)=O	6.0	-1	5	-7	-1	-4	-10	3	19
CN(C)S(=O)(=O)c1ccc(N2CCOCC2)c(C(=O)NCc2ccc3c(c2)OCO3)c1	4.1	-7	13	-1	11	-2	-16	-1	8
C[C@H](CO)N1C[C@H](C)[C@@H](CN(C)Cc2ccc(-c3ccccc3)cc2)OCc2cnnn2CCCC1=O	3.0	-20	-6	-9	4	-3	·	-1	18
O=C(Nc1cccc(O)c1)c1cccc(C(=O)Nc2cccc(O)c2)c1	1.1	-3	0	-1	4	-8	-12	8	7
CCCn1c(CCNc2nc(-c3ccc(Cl)c([N+](=O)[O-])c3)cs2)nc2cc(Cl)c(Cl)cc21	0.1	-9	-18	-5	14	0	-27	5	-1
Cc1ccccc1Cn1c2ccccc2c2cnn(CC(=O)NCCCN3CCOCC3)c(=O)c21	-0.7	-7	-1	-6	2	4	-24	-4	-9
O=C1C(=O)N2C(=C1C(=O)N1CCCCCC1)c1ccccc1CC21CCCC1	1.3	-2	-6	-6	1	-12	-22	6	-2

A run of entries taken from the entries so far:
SMILES	M1 ag parental	CHO-K1 Ca antag	TAAR1 antagonist	CHRM1 agonist	TAAR1 agonist	CHRM1 antagonist	CHO parental Ca	M1 PAM	CHO-K1 Ca PAM
CC(C)(C)c1cc(C2COC(=O)COCCOCC(=O)OCCOCCO2)cc(C(C)(C)C)c1O (stereo not given)	-0.1	1	-21	0	0	-10	·	10	-11
COc1ccc(OC)c(NC(=O)CN2C(=O)CSc3ccc(S(=O)(=O)N4CCCC4)cc32)c1	1.2	-1	9	-5	2	0	-25	-2	-1
Cn1c(=O)c2c(nc(N/N=C/c3cccs3)n2Cc2ccccc2)n(C)c1=O	0.3	9	-1	-9	1	-9	-15	9	14

Next records follow:
SMILES	M1 ag parental	CHO-K1 Ca antag	TAAR1 antagonist	CHRM1 agonist	TAAR1 agonist	CHRM1 antagonist	CHO parental Ca	M1 PAM	CHO-K1 Ca PAM
Cc1cc(C(C)(C)C)oc1C(=O)NCCCNC(=O)c1oc(C(C)(C)C)cc1C	0.6	-1	-6	-3	-2	-1	-13	1	10
O=C(Nc1cc(=O)[nH]c2ncnn12)c1ccco1	0.2	9	-9	-1	8	-22	5	16	-16
Cc1ccc(/C(N)=N/OC(=O)/C=C/c2ccccc2)cc1	0.1	-8	-3	-5	6	-7	-9	4	14
CNC1(c2nnnn2-c2c(C)cccc2C)CCOC(C)(C)C1 (stereo not given)	0.4	-3	-9	-3	2	-1	-8	1	-4
COc1ccc(S(=O)(=O)NCC2CCCN(C(=O)CCSC)C2)cc1 (stereo not given)	-0.2	6	-4	-3	3	-2	5	0	-14
Cc1cc2oc(C(=O)Nc3ccc(S(=O)(=O)Nc4nccs4)cc3)cc(=O)c2cc1Cl	0.8	-7	-16	-7	5	-4	2	12	24
Cc1ccc(S(=O)(=O)N(C)c2ccc(C)c([N+](=O)[O-])c2)cc1	0.2	1	-5	-3	4	-3	-2	5	0
COc1cccc(-c2ccc3ncnc(NCc4cccc(C)c4)c3c2)c1	-0.5	-17	9	0	6	-3	-48	-4	16
CCOC(=O)CSc1nnc(NC(=O)NC(C)C)s1	0.2	-10	-3	-4	1	-4	-3	2	4
O=[N+]([O-])c1ccc(NN=Cc2cc(Br)ccc2O)nc1	3.0	1	13	-1	6	-2	·	0	7
Cc1ccc(N(c2ncnc(N)c2[N+](=O)[O-])C2CCCCC2)cc1	0.4	-8	36	-7	37	49*	-8	-22	-3
COc1ccccc1N1CCN(CC(O)COc2ccc3c(c2)OCO3)CC1 (stereo not given)	2.3	-16	2	-10	0	-10	-5	5	21
COC(=O)c1cn(NC(=O)C2CCC(C)CC2)c(=O)c2ccccc12 (stereo not given)	0.5	-13	-18	-1	-2	-4	-24	10	20
Cc1ccc(NC(=O)c2ccc(C(C)(C)C)cc2)cc1-n1cnnn1	4.8	10	32	-15	7	6	-14	-9	6
CCOc1ccc(C(=O)Nc2cccc(C(=O)O)c2C)cc1Cl	-0.2	1	0	-3	1	-13	-4	8	9
CC(=O)N1CC[n+]2c(-c3ccc(Cl)cc3Cl)csc21	0.1	2	7	-12	2	-3	-8	13	6
CCCc1cc(=O)[nH]c(SCc2cc(Cl)ccc2OC(F)F)n1	-0.6	-20	-9	-7	13	-6	-21	2	6
CCc1cccc(C)c1NC(=O)CN(C)S(=O)(=O)c1ccc(-c2ccc(=O)[nH]n2)s1	1.3	-20	-11	-3	1	4	-13	1	16
O=S(=O)(c1cccc(F)c1)N1CCC(CO)(Cc2cccc(F)c2)CC1	1.5	-6	17	-7	5	-4	15	-4	4
CC(=O)NC(C(=O)NCC(N)=O)C(C)C (stereo not given)	0.7	-6	1	-1	5	-7	-1	6	16
O=C(CSc1ccc(Cl)cc1)NC1CCCc2ccccc21 (stereo not given)	-0.5	-12	31	-5	24	-2	-26	0	26
CN(C(=O)CCNC(=O)Cn1ccc2ccccc2c1=O)c1ccc(Br)cc1	1.4	-5	-14	-6	-3	-17	-13	14	-8
O=C(c1ccco1)N1CCN(Cc2ccc(Br)cc2)CC1	11	-3	-5	-7	3	-2	-15	4	11
Cc1cc(C)c(C)c(S(=O)(=O)Nc2ccc3cn[nH]c3c2)c1C	5.3	-1	6	2	6	10	-3	3	-7
O=C(NCc1ccco1)C(c1ccccc1F)N(CC1CCCO1)C(=O)Cn1nnc2ccccc21 (stereo not given)	0.0	11	-4	-3	10	5	-24	0	2
Cc1ccc(-c2nc3ncccc3o2)cc1NC(=O)c1ccc2c(c1)OCO2	1.8	-15	-18	-4	2	4	·	0	1
O=C1/C(=C\c2cccs2)N=C(c2cccs2)N1Nc1ccccc1	1.4	-27	24	-5	11	7	-19	-1	24
CCOC(=O)NNC(=O)c1ccc(Cl)cc1	0.8	-2	-9	-3	8	-12	-6	4	11
Oc1cc(O)c(CN2CCOCC2)cc1CN1CCOCC1	0.8	-4	-37	-4	2	-14	·	10	9
COc1ccc(-c2nc(N)sc2C2(O)C(=O)Nc3c(Br)cc(F)cc32)cc1OC (stereo not given)	-0.2	10	-21	-2	2	0	-9	-7	-10
COC(=O)c1c(N)sc(Cc2ccccc2)c1C	1.5	-26	-13	0	4	-5	-6	7	30
COc1ccccc1C(=O)NCCCNC(=O)c1ccccn1	-0.6	-6	9	-2	1	-5	-4	4	5
COc1ccc(OC)c(NC(=O)Cc2c(C(=O)O)n(C)c3ccccc23)c1	-0.3	-1	-24	-5	-1	0	-6	3	-7
CCOC(=O)N1CCC(N2C(=O)c3ccccc3C2Nc2cc(C(=O)OC)cc(C(=O)OC)c2)CC1 (stereo not given)	0.4	12	-22	-6	1	19	-14	-13	-7
Cc1noc(C)c1C(=O)Nc1ccc(-n2ccc(C(F)(F)F)n2)cc1	4.4	-10	·	-4	·	4	-3	0	9
